From PubChem
POLI inh = DNA polymerase iota (human) inhibition; Q9UNA4; Pol iota fluorescent replication assay, 10 min; Potency, µM (highest dose often 115 µM), for inactives: at the top dose activity, negative = inhibition, actives largely listed as inhibitors; hit rate 1% among 390,000; AID 588590
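Fluorescent replication assay read twice, at 0 min and 10 min after adding 50 nM (final) substrate. Enzyme (10 nM) and compounds were first incubated 15 min at room temperature; enzyme-free buffer wells were negative controls.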
G9a block = G9a (human) methyltransferase inhibition; G9a H3K9 monomethylation, AlphaScreen, 2 h; hit rate 8.8% among 350,000; Potency, µM (top dose mostly 102 µM), inactives show at the top dose activity, negative = inhibition, usual class: inhibitors; also: % is scaled to controls: 0 for no effect and ±100 for the full control effect; nearly all actives have a fitted effect of over 75% in size
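Chemiluminescent proximity detection of H3K9 monomethylation, read after 10 min bead incubation in the dark. Reaction: 20 nM G9a, 500 nM biotin-H3K9 peptide, 20 uM SAM cofactor, 2 h, room temperature, following 15 min enzyme-compound preincubation.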
BAZ2B block = inhibitors of human BAZ2B bromodomain | AlphaScreen BAZ2B-H3K14Ac peptide displacement | Potency, µM (doses to about 114 µM), without a hit: at the top dose activity change, negative = inhibition, actives largely listed as inhibitors | hit rate 4.4% among 360,000 | AID 504333; also: % is scaled to controls: 0 for no effect and ±100 for the full control effect; nearly all actives have a fitted effect of over 60% in size
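AlphaScreen luminescence quantifies BAZ2B engagement of H3K14Ac peptide; the protein and biotinylated peptide are both at 50 nM final, buffer PBS pH 7.4 with 0.01% Tween-20, all steps at room temperature.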
Pol kappa inh = blocks human DNA polymerase kappa activity; Q9UBT6; purified Pol kappa, fluorescent DNA synthesis assay, 10 min; Potency, µM (highest dose often 107 µM), without a hit: at the highest dose activity, negative = inhibition, hits mostly inhibitors; hit rate 0.53% among 400,000; also: % is scaled to controls: 0 for no effect and ±100 for the full control effect
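Enzyme at 10 nM met test compounds for 15 min at room temperature. Substrate addition (50 nM final) began the reaction, which was monitored by fluorescence at 0 and 10 min.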
Apoferritin bind = candidate novel general anesthetic via apoferritin binding. P02791. hit rate 0.074% among 350,000. Potency, µM (titrated, usually from 77.5 µM), for the others: at the top dose activity change, negative = displacement, usual class: inhibitors. apoferritin/1-aminoanthracene competitive binding, fluorescence; also: % is scaled to controls: 0 for no effect and ±100 for the full control effect; nearly all actives have a fitted effect of over 20% in size
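Horse-spleen apoferritin (10 uM) in 50% saturated 1-aminoanthracene in PBS was incubated 10 min at room temperature with compound. Fluorescence (ex 380, em 535 nm) was normalized to free and bound 1-AMA, with concentration-response fitted by a four-parameter Hill equation.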
BLM helicase inh = Bloom syndrome helicase (human) inhibition. recombinant BLM DNA unwinding, fluorescence dequenching. hit rate 0.2% among 350,000. Potency, µM (top dose mostly 56.1 µM), for the others: at the highest dose activity change, negative = inhibition, actives largely listed as inhibitors. AID 2528;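 also: plate controls were vehicle for no effect and no enzyme for full effect; nearly all actives have a fitted effect of over 35% in size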
Target sequence (P54132 whole entry, looked up): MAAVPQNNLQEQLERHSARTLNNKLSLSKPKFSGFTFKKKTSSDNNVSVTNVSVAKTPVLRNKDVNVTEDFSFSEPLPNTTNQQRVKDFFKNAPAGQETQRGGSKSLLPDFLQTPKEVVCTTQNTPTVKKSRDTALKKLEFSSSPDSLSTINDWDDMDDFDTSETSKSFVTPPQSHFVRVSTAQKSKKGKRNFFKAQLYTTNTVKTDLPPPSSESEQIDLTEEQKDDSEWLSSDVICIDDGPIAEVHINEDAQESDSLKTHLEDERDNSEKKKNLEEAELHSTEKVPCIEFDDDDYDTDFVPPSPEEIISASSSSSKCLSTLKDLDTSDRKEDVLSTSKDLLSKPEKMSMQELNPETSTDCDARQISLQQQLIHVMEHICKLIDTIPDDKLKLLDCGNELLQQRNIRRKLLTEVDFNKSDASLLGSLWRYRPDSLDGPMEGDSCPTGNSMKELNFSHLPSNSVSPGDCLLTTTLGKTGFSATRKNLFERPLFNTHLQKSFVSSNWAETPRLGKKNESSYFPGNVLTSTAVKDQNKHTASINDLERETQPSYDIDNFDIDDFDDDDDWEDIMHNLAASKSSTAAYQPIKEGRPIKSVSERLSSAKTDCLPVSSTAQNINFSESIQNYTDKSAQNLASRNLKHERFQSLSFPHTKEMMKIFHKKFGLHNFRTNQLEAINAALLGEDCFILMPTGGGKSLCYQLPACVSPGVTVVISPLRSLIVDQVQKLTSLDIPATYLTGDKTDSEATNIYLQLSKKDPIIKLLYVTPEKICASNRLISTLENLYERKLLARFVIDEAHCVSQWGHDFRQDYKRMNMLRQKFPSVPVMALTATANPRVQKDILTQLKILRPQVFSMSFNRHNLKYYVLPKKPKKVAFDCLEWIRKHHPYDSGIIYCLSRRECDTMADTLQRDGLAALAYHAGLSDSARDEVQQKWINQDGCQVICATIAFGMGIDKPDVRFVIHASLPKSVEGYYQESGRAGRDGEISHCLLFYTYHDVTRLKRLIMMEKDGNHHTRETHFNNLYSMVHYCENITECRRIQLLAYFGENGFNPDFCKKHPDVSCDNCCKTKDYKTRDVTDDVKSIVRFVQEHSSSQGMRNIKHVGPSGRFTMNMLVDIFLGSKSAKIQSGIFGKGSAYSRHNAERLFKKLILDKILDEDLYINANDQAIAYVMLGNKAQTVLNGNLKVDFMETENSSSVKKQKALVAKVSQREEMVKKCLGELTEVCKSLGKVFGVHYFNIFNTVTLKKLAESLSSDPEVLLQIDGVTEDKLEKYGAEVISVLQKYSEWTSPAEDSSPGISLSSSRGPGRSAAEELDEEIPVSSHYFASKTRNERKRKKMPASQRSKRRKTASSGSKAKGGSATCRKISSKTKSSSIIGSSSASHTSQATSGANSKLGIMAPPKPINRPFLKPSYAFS
APE1 inh = blocks human APE1 abasic DNA cleavage | P27695 | recombinant APE1, TAMRA/BHQ-2 abasic DNA cleavage fluorescence | Potency, µM (highest dose often 65.8 µM), for inactives: at the top dose activity change, negative = inhibition, hits mostly inhibitors | hit rate 0.35% among 350,000 | AID 2517;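 also: plate controls were vehicle for no effect and reference inhibitor for full effect; nearly all actives have a fitted effect of over 55% in size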
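Measures dequenching upon AP-site incision of a 5'-TAMRA/3'-BHQ-2 THF-containing duplex, 50 nM; human APE1 0.75 nM after 15 min room-temperature exposure to compound; kinetic three-point read at one-minute spacing.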
Pol eta inh = inhibitors of human DNA polymerase eta. hit rate 1.2% among 390,000. Q9Y253. AID 588591. Potency, µM (titrated, usually from 114 µM), for inactives: at the highest dose activity change, negative = inhibition, hits mostly inhibitors. recombinant Pol eta, fluorescent DNA replication assay; also: % is scaled to controls: 0 for no effect and ±100 for the full control effect
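Fluorescent replication assay: 50 nM final substrate added after a 15 min room-temperature compound preincubation with 10 nM enzyme. Signal taken at 0 min and again at 10 min.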
Pol beta inh = blocks human DNA polymerase beta activity; Potency, µM (titrated, usually from 114 µM), for inactives: at the top dose activity change, negative = inhibition, actives largely listed as inhibitors; P06746; Pol beta primer extension/strand displacement, fluorescence kinetic; AID 485314; hit rate 1.3% among 340,000; also: % is scaled to controls: 0 for no effect and ±100 for the full control effect
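Preincubation: enzyme (10 nM) with compound, 15 min, RT. Reaction: substrate added to 50 nM final. Reads: 0 and 10 min. Analysis: normalized, Hill fit.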
The depositor's hits bear a star; ? = inconclusive; nt = no result given; & = joins results of further samples; [ ] = another dose, or the depositor's remark. Calls follow the shape of the dose curve; as a rule, active = well fitted curve in the direction sought with a large enough effect; inconclusive = small, poorly fitted or top-dose-only effect, or another doubt; inactive = no such curve, though single readings can be large; an effect the other way counts as inactive or inconclusive. Potency is read from the fitted curve at half-maximal effect. Not all compounds are listed; the hit share may differ from the screen's.

Letter code: A = POLI inh; B = G9a block; C = BAZ2B block; D = Pol kappa inh; E = Apoferritin bind; F = BLM helicase inh; G = APE1 inh; H = Pol eta inh; I = Pol beta inh
> O=C(NCC(c1ccc(F)cc1)N1CCOCC1)c1ccc([N+](=O)[O-])o1 (configuration not stated)
  A: -13%	B: nt	C: nt	D: -7%	E: nt	F: nt	G: -4%	H: -13%	I: nt
> CC1CCC(NC(=O)c2nc(Cn3ccc([N+](=O)[O-])n3)no2)CC1 (configuration not stated)
  A: 130%[activator]	B: 2%	C: 2%	D: -1%	E: ?	F: 1%	G: -2%	H: -20%	I: 39%
> Cc1ccccc1N=C1SC(CC(=O)Nc2ccc3ccccc3c2)C(=O)N1Cc1ccccn1 (configuration not stated)
  A: -5%	B: -47%[59 µM]	C: -38%	D: -21%	E: -20%	F: 1%	G: 5%	H: ?	I: ?
> CC1CCCN(CCOc2ccc3ccccc3c2Br)C1 (configuration not stated)
  A: -3%	B: ?	C: 22µM*	D: -5%	E: -22%	F: 33%[activator]	G: 3%	H: -6%	I: 6%
> Cc1ccc(C(=O)c2cc([N+](=O)[O-])ccc2N2CCCCC2)cc1C
  A: -7%	B: -19%[59 µM]	C: -38%	D: -1%	E: -12%	F: -1%	G: 0%	H: -16%	I: -7%
> Cc1ccc(S(=O)(=O)N2CCCCC2)cc1NC(=O)CCOc1ccccc1
  A: 18%	B: 0%[59 µM]	C: 1%	D: -1%	E: 8%	F: 2%	G: 18%	H: -1%	I: 10%
> CCOC(=O)c1ccc(CN(Cc2ccccc2)S(=O)(=O)c2ccc(C)cc2)cc1
  A: -12%	B: 66%[activator][59 µM]	C: 5%	D: -12%[60.1 µM]	E: 55%[activator]	F: -10%	G: nt	H: -17%	I: ?
> O=c1c2ccccc2nc2n1C(CBr)CS2 (configuration not stated)
  A: 7%	B: ?	C: -22%	D: -3%	E: -4%	F: -8%	G: 11%	H: -3%	I: 30%
> c1ccc(-c2cc(-c3ccccc3)c3c(n2)-c2ccccc2OC3)cc1
  A: -4%	B: 26%[59 µM]	C: -2%	D: -1%	E: -8%	F: -4%	G: nt	H: -15%	I: 32%
> Cc1ccc(S(=O)(=O)NC2=NCN(CCc3ccccc3)CN2)cc1
  A: 3%	B: ?	C: 19%	D: -1%	E: 8%	F: 3%	G: 1%	H: 4%	I: 5%
> O=C(Cc1ccccc1)N1CCN(S(=O)(=O)c2cccc([N+](=O)[O-])c2)CC1
  A: 18%	B: -10%[0.501 µM]	C: -9%	D: 3%	E: -7%	F: -4%	G: -2%	H: -16%	I: 11%
> COc1cc(/C=N/NC(=O)c2cc(C3CC3)[nH]n2)ccc1O
  A: -1%	B: 0%	C: -5%	D: 8%	E: -2%	F: -17%	G: -4%	H: -13%	I: 2%
> O=[N+]([O-])c1ccc(Nc2nc(Cl)nc(NCCO)n2)cc1
  A: 7%	B: -51%	C: -15%	D: -4%	E: -11%	F: 0%	G: 9%	H: 5%	I: 3%
> COc1cccc(CNCCSc2nnnn2C)c1OCc1ccc(F)cc1
  A: -25%	B: -1%[59 µM]	C: -14%	D: -17%	E: -5%	F: 3%	G: nt	H: -6%	I: 2%
> Cc1ccc(S(=O)(=O)Nc2ccccc2C(=O)OC(C)C(=O)Nc2ccc3ccccc3c2)cc1[N+](=O)[O-] (configuration not stated)
  A: 11%	B: 50µM*	C: -38%	D: -9%	E: ?	F: -7%	G: 3%	H: -11%	I: -1%

Copied from the list.
`COc1cccc(CNCCSc2nnnn2C)c1OCc1ccc(F)cc1` @ BAZ2B block: -14%
`c1ccc(-c2cc(-c3ccccc3)c3c(n2)-c2ccccc2OC3)cc1` @ Pol beta inh: 32%
`Cc1ccccc1N=C1SC(CC(=O)Nc2ccc3ccccc3c2)C(=O)N1Cc1ccccn1` (configuration not stated) @ BAZ2B block: -38%
`O=[N+]([O-])c1ccc(Nc2nc(Cl)nc(NCCO)n2)cc1` @ G9a block: -51%

(continued)
Letter code: A = POLI inh; B = G9a block; C = BAZ2B block; D = Pol kappa inh; E = Apoferritin bind; F = BLM helicase inh; G = APE1 inh; H = Pol eta inh; I = Pol beta inh
> O=C(CN1C(=O)C2C3CC(C(Br)C3Br)C2C1=O)OCC(=O)c1cccc([N+](=O)[O-])c1 (configuration not stated)
  A: 36%[activator]	B: 0%	C: nt	D: 2%	E: -9%	F: 2%	G: 0%	H: -23%	I: -15%
> Cc1cccc2c(=O)cc(C)n(CC(=O)N3CCCCC3)c12
  A: 4%	B: -6%	C: -3%	D: -2%	E: -7%	F: -1%	G: 3%	H: -2%	I: 4%
> CCCC(=O)Nc1nnc(CC(=O)N2CCCC2)s1
  A: -7%	B: ?	C: -4%	D: -8%	E: 20%	F: -3%	G: -3%	H: 1%	I: 7%
> Cc1cc(NC(=O)CN2C(=O)NC3(CCCCCC3)C2=O)no1
  A: 11%	B: 7%[12.7 µM]	C: 0%	D: 1%	E: ?	F: 1%	G: -9%	H: -5%	I: -4%
> O=C(Cc1ccccc1)NCC(=O)N/N=C/c1cccnc1
  A: 98%[activator]	B: 8%	C: -2%	D: -17%	E: -21%	F: 0%	G: -1%	H: -10%	I: 0%
> O=C(NNc1cc(N2CCOCC2)nc(N2CCOCC2)n1)c1ccc([N+](=O)[O-])cc1
  A: 6.3µM*	B: nt	C: -13%	D: -4%	E: -23%	F: ?	G: 23%	H: 89µM*	I: 15%
> COc1ccc(-c2cc(C(=O)Nc3c(C)n(C)n(-c4ccccc4)c3=O)no2)cc1OC
  A: -10%&9%	B: -30%	C: -15%&-4%	D: 4%&-2%	E: -7%&-2%	F: -5%&0%	G: -2%	H: -10%&-16%	I: 1%&15%
> O=C(NCCS(=O)CCNC(=O)C(F)(F)F)C(F)(F)F
  A: 3%	B: -45%	C: 1%	D: 5%	E: -5%	F: 4%	G: -1%	H: 5%	I: 54%
> Nc1ccccc1C(=O)NCC1(c2ccccc2)CCCC1
  A: 116%[activator]	B: 15%	C: -17%	D: -12%	E: -18%	F: -4%	G: 46%	H: -11%	I: 2%
> O=C(c1ccc(-c2ccccc2)cc1)c1ccc([N+](=O)[O-])cc1
  A: nt	B: 56µM*	C: -38%	D: nt	E: 7%	F: -1%	G: -5%	H: nt	I: ?
> Cc1ccccc1N1CCN(Cc2ccc(Br)o2)CC1
  A: 77%[activator]	B: 10µM*	C: 56µM*	D: -9%	E: -13%	F: -7%	G: 36%	H: -20%	I: -1%
> COc1ccccc1CNC(=O)C1CCN(S(=O)(=O)c2c(C)noc2/C=C/c2cccs2)CC1
  A: 89µM*	B: -32%[59 µM]	C: nt	D: ?	E: -4%	F: -4%	G: nt	H: 0%	I: 1%
> CCc1ccc(NC(=O)CC2S/C(=N/N=C3CCCCCC3)NC2=O)cc1 (configuration not stated)
  A: -11%	B: -1%	C: -4%	D: -7%	E: ?	F: -9%	G: -2%	H: -2%	I: ?
> O=C1CC(c2ccc(S(=O)(=O)NCc3ccncc3)cc2)CN1 (configuration not stated)
  A: 5%	B: -4%	C: 7%	D: -23%	E: 0%	F: 2%	G: -1%	H: -21%	I: 13%
> O=C(NCC(c1cccnc1)N1CCN(c2ccccc2F)CC1)C1CCCCC1 (configuration not stated)
  A: -2%	B: -11%	C: ?	D: 8%	E: -1%	F: -1%	G: 13%	H: -11%	I: 4%

Pol eta inh: entries above that show a hit
structure,POLI inh,G9a block,BAZ2B block,Pol kappa inh,BLM helicase inh,APE1 inh,Pol eta inh
O=C(NNc1cc(N2CCOCC2)nc(N2CCOCC2)n1)c1ccc([N+](=O)[O-])cc1,6.3µM*,nt,-13%,-4%,?,23%,89µM*

2 of the compounds above, with bars between the fields.
compound | POLI inh | G9a block | BAZ2B block | Pol kappa inh | Apoferritin bind | BLM helicase inh | APE1 inh | Pol eta inh | Pol beta inh
Cc1cccc2c(=O)cc(C)n(CC(=O)N3CCCCC3)c12 | 4% | -6% | -3% | -2% | -7% | -1% | 3% | -2% | 4%
CCCC(=O)Nc1nnc(CC(=O)N2CCCC2)s1 | -7% | ? | -4% | -8% | 20% | -3% | -3% | 1% | 7%

Later entries:
Letter code: A = POLI inh; B = G9a block; C = BAZ2B block; D = Pol kappa inh; E = Apoferritin bind; F = BLM helicase inh; G = APE1 inh; H = Pol eta inh; I = Pol beta inh
> CC(C)(C)c1nc2c(Br)cc(Br)cc2c(=O)o1
  A: 82%[activator]	B: 115%[activator]	C: 34%[activator]	D: -1%	E: -2%	F: 2%	G: -4%	H: -17%	I: -22%
> CCOc1ccc(N=Nc2c(=O)[nH]n3c(=O)cc(C)[nH]c23)cc1
  A: -12%	B: ?	C: 50µM*	D: -14%	E: -12%	F: -9%	G: 9%	H: -8%	I: -3%
> CCCN(CCC)CCCNC(=O)CC1Nc2ccccc2NC1=O (configuration not stated)
  A: 11%	B: 3%[59 µM]	C: -5%	D: -16%	E: -8%	F: 1%	G: -4%	H: 2%	I: 8%
> CSc1ccccc1-c1n[nH]c(=S)o1
  A: 67%[activator]	B: 6.3µM*	C: -10%	D: -1%	E: 1%	F: -2%	G: 19%	H: -8%	I: 10%
> CCC(C)NC(=O)c1nc2c(nnn2Cc2ccccc2Cl)c(=O)[nH]1 (configuration not stated)
  A: 74%[activator]	B: -5%	C: 7%	D: -3%	E: -10%	F: 3%	G: 0%	H: -13%	I: 3%
> CCCNC(=O)c1c[nH]c2ccc(S(=O)(=O)N(C)c3ccc(OCC)cc3)cc2c1=O
  A: 14%	B: -31%[59 µM]	C: 11%	D: -4%	E: -10%	F: -6%	G: ?	H: -9%	I: -7%
> CCOc1ccc2c(c1)c1nc3ccccc3nc1n2C
  A: -11%	B: 62%[activator]	C: -3%	D: -21%	E: 1%	F: -10%	G: -21%	H: -1%	I: 49%
> COc1cccc(S(=O)(=O)NCc2ccc(C(=O)N3CCN(C)CC3)cc2)c1
  A: -11%	B: nt	C: 0%	D: -6%	E: -6%	F: 1%	G: 0%	H: 6%	I: 5%
> CCOC(=O)C1CCC(CN(Cc2ccccc2C)S(=O)(=O)c2ccc([N+](=O)[O-])cc2)CC1 (configuration not stated)
  A: 19%	B: -20%	C: -35%	D: -14%	E: -2%	F: -4%	G: ?	H: -18%	I: 7%
> O=c1[nH]c(=S)[nH]c2sc3c(c12)CCCCCC3
  A: 66%[activator]	B: 2.2µM*	C: -27%	D: 0%	E: -18%	F: -5%	G: 40%	H: -15%	I: -7%
